Source: PubChem (Johns Hopkins Ion Channel Center)
MrgX1 ag: activates human MrgX1 receptor signaling; Q96LB2; MrgX1-HEK293 cells, Fluo-4 calcium fluorescence, agonist mode; hits give high values; B-score at 10 µM; 310,000 tested, 0.44% active;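 active = calcium response B-score plate-corrected fluorescence ratio at least 3 library SD, with starting fluorescence B-score inside 5 SD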
Target sequence (Q96LB2 whole entry, looked up): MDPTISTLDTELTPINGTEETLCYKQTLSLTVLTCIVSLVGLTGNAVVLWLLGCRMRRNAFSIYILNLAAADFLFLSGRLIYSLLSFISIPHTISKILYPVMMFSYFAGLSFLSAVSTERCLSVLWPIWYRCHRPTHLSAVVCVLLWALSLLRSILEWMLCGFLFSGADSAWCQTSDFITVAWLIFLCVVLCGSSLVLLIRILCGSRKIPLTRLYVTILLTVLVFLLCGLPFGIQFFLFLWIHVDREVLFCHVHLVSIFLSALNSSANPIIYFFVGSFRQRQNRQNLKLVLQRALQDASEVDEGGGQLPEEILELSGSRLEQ
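Assay system: stable human MrgX1 HEK293 cell line. Quantity: 15,000 cells per well. Schedule: cells plated overnight, dye loaded 0.5 h 37 °C, 0.5 h room temperature. Detection: Fluo-4 NW calcium-flux fluorescence, kinetic read. Read-out basis: peak-minus-minimum fluorescence over baseline, converted to B scores. Control set: positive and negative control wells on each plate.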
MrgX1 allo act: human MrgX1 positive allosteric modulation, primary screen. Q96LB2. B-score at 10 µM. 310,000 tested, 0.63% active. MrgX1-HEK293, Fluo-4 calcium flux, FDSS; hits give high values;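 active = plate-corrected calcium response at least 3 library SD above typical, normal starting fluorescence, not activating the receptor alone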;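 note: compound read alongside a low EC10 to EC30 dose of BAM8-22 agonist; peak minus trough fluorescence over baseline measured at the second addition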
MrgX1 antagonist: blocks BAM8-22 activation of human MrgX1 receptor | Q96LB2 | MRGX1-HEK293 calcium flux, Fluo-4, BAM8-22 antagonism; hits give low values | B-score at 10 µM | 310,000 tested, 1.3% active | AID 588676;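 active = calcium-response B-score plate-corrected more than 3 library SD below zero, starting fluorescence within 5 deviations, no agonist response on first addition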;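 note: peak minus trough fluorescence over baseline after final BAM8-22 challenge near maximal dose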
The depositor's hits bear a star; i = inactive. This is a subset. The share of hits here may be higher or lower than overall.

SMILES	MrgX1 ag	MrgX1 allo act	MrgX1 antagonist
CCCCN(CC)C(=O)C1CCC(=O)N(c2ccc(OC)cc2)C1c1ccc(OC)c(OC)c1 (stereo unspecified)	i	i	i
Cc1ccc(S(=O)(=O)N2[C@@H](c3ccccc3)C(C(=O)O)=CC[C@H]2c2ccc3c(c2)OCO3)cc1	i	10*	i
COc1ccc([C@@H]2CC=C(C(=O)O)[C@H](c3cccc(Cl)c3)N2S(=O)(=O)c2ccc(Cl)cc2)cc1	i	i	i
O=[N+]([O-])c1ccc(/C=N/NS(=O)(=O)c2ccc(Cl)cc2)o1	i	i	i
NC(=O)c1ccc(Cn2c(C(=O)c3cc(Cl)c(N)c(Cl)c3)c3ccccc3[n+]2[O-])cc1	i	i	i
O=C(NC1CCCC1)C(c1ccccc1)N(C(=O)c1ccno1)c1ccccc1 (stereo unspecified)	i	i	i
NC(=O)c1noc(C(=O)N(CC(=O)NC2CCCC2)Cc2ccc3c(c2)OCO3)c1N	i	i	i
C[C@@H]1[C@H](O)C[C@@]23COC(=O)C2=CCC[C@@H]3[C@@]1(C)CC/C(=C/CO)CO	i	i	i
Cc1cc(NC(=O)Cc2cccs2)no1	i	i	i
COC(=O)CSc1nnc(CNC(=O)Cc2ccccc2)n1-c1ccccc1OC	i	i	i
Cc1nc2c([nH]1)C1(CCN(Cc3ccccc3)CC1)C(C#N)=C(N)O2	i	i	i
O=C1CSC(=S)N1N=C1CCCCCC1	i	i	i
CCCC(=O)Nc1nnc(COC)s1	i	i	i
O=S(=O)(c1ccc(F)cc1)N1CCCC(c2nc(-c3ccc(F)cc3)no2)C1 (stereo unspecified)	i	i	i
O=C(NCc1cccnc1)c1cn(CCc2ccccc2)nn1	i	i	i
CCOCCCNCC(=O)Nc1ccccc1N1CCOCC1	i	i	i
Nc1cc2nc3ccccc3oc-2cc1=O	i	i	i
CC(=O)c1c(C)nn(CC(O)Cn2c3c(c4cc(C)ccc42)CCCC3=O)c1C (stereo unspecified)	i	i	i
Clc1cccc(OCCn2cncn2)c1Cl	i	i	i
CCN1C(=O)[C@@H]2[C@H](C1=O)[C@@H]1C(=O)Nc3ccccc3C(=O)N1[C@@H]2c1cccc(C)c1	i	i	i

3 successive entries already listed:
SMILES	MrgX1 ag	MrgX1 allo act	MrgX1 antagonist
COC(=O)CSc1nnc(CNC(=O)Cc2ccccc2)n1-c1ccccc1OC	i	i	i
Cc1nc2c([nH]1)C1(CCN(Cc3ccccc3)CC1)C(C#N)=C(N)O2	i	i	i
O=C1CSC(=S)N1N=C1CCCCCC1	i	i	i

The results go on:
SMILES	MrgX1 ag	MrgX1 allo act	MrgX1 antagonist
NC(=O)C(CC(=O)O)NC(=O)[C@@H]1CCOc2c(I)cc([N+](=O)[O-])cc2C(=O)N[C@@H](CCC(=O)O)C(=O)N[C@@H](CO)C(=O)N1 (stereo partly specified)	i	i	-6.1*
NCCCC[C@@H](C(=O)N1CCNCC1)n1cc([C@@H](N)CC(N)=O)nn1	i	i	i
COC(=O)C1=COC(OC2OC(CO)C(O)C(O)C2O)C2C1C=CC2(O)CO (stereo unspecified)	i	i	i
COc1ccccc1NC(=O)C1=C(C)NC(=O)NC1c1ccccc1F (stereo unspecified)	i	i	i
COc1cc(NS(C)(=O)=O)ccc1Nc1c2ccccc2nc2ccccc12	i	i	-6.7*
CN(C/C=C/c1ccccc1)Cc1cccc2ccccc12	i	i	i
CCOC(=O)C1CCCN(C(=O)c2cn(C)c3ccc(S(=O)(=O)N(C)C)cc3c2=O)C1 (stereo unspecified)	i	i	i
CCCn1c(SCC(=O)N2CCCc3ccccc32)nc2c1c(=O)n(C)c(=O)n2C	i	i	i
Cc1nn(C)c(C)c1S(=O)(=O)N(CC(=O)NCc1cccs1)c1ccc(C(C)C)cc1	i	i	i
CCOC(=O)[C@H]1[C@H]2COc3ccc(OC)cc3[C@@H]2N2C(=O)c3ccc(C)cc3NC(=O)[C@@]12C	i	i	i
Clc1ccc(N2CCN(Cc3c[nH]c4ncccc34)CC2)cc1	i	i	i
Cc1ccc(C)c(NC(=O)C(Sc2nnc(-c3cccs3)o2)c2ccccc2)c1 (stereo unspecified)	i	i	i
CCOc1ccc(N2CC(C(=O)Nc3ccc(S(=O)(=O)Nc4ncccn4)cc3)CC2=O)cc1 (stereo unspecified)	i	i	i
O=C(Nc1ccc2ccccc2c1)[C@@H]1C[C@H]1[C@@H](NP(=O)(c1ccccc1)c1ccccc1)c1ccccc1	i	i	i
C=C1CC[C@@]23CC[C@]4(C)[C@@](OC2=O)([C@@H]3C1)[C@H]1O[C@H]1C1[C@@]2(C)CC[C@H](O)C(C)(C)C2CC[C@]14C (stereo partly specified)	i	i	i
COc1cc(/C=N/Nc2ccccc2)ccc1OC(=O)c1cccs1	i	i	i
CCCCc1ccc(C2C(C#N)=C(N)SC(N)=C2C#N)s1	i	i	-9.6*
Cc1ccccc1N1C(=O)c2cc(S(N)(=O)=O)c(Cl)cc2NC1C (stereo unspecified)	i	i	i
C[C@H]1CN=C(N(C)C)N1CCC1CCCCC1	i	i	i
O=C(NCc1ccco1)c1ccc2c(=O)n(Cc3ccco3)c(SCC(=O)N3CCCC3)nc2c1	i	i	i

In the list so far, these contain a nitro group on carbon.
SMILES	MrgX1 ag	MrgX1 allo act	MrgX1 antagonist
O=[N+]([O-])c1ccc(/C=N/NS(=O)(=O)c2ccc(Cl)cc2)o1	i	i	i
NC(=O)C(CC(=O)O)NC(=O)[C@@H]1CCOc2c(I)cc([N+](=O)[O-])cc2C(=O)N[C@@H](CCC(=O)O)C(=O)N[C@@H](CO)C(=O)N1 (stereo partly specified)	i	i	-6.1*

The results go on:
SMILES	MrgX1 ag	MrgX1 allo act	MrgX1 antagonist
CC(c1ccccc1)n1cc(C(=O)NCC2COc3ccccc3O2)nn1 (stereo unspecified)	i	i	i
Cc1ccc(/C=N/N2CCN(c3ccc(Cl)cc3)CC2)o1	i	i	i
CN(C)C1=NCCN1CCC1CCCCC1	i	i	i
CC(=O)c1ccc(N2CCN(C(=O)CCS(=O)(=O)c3ccc(C)cc3)CC2)cc1	i	i	i
Nc1cc(=O)[nH]c(SCc2cccc(Cl)c2)n1	i	i	i
CCOC(=O)[C@H]1[C@H]2COc3ccccc3[C@@H]2N2C(=O)c3cc(F)ccc3NC(=O)[C@@]12C	i	i	i
CCN1C(=O)[C@H]2[C@@H](c3ccc(-c4cc(C(C)=O)cs4)cc3)N3CCC[C@@]3(C(=O)OC)[C@H]2C1=O	i	i	i
O=C(c1ccco1)N1CCN(C(c2ccccc2Cl)c2nnnn2Cc2ccco2)CC1 (stereo unspecified)	i	i	i
NC(=O)c1cc([N+](=O)[O-])ccc1NCc1cccc2ccccc12	i	i	i
COc1cc(CNC(=O)CCCCCCC(C)C)ccc1O	i	i	i
CCC(C)NC(=O)Cn1nc([N+](=O)[O-])c(Cl)c1C (stereo unspecified)	i	i	i
O=C(Cn1ncc(Cl)c(Cl)c1=O)NCC1CCCCC1	i	i	i
Cc1ccc(-c2csc(N(Cc3ccco3)C(=O)c3cccs3)n2)cc1	i	i	i
CCOc1ccccc1NC(=O)CN(c1ccc(C)cc1)S(=O)(=O)c1c(C)noc1C	i	i	i
CCCSc1ccc([C@@H]2[C@@H]3C(=O)N(C)C(=O)[C@@H]3[C@]3(C(=O)OC)CCCN23)cc1OC	i	i	i
COC(=O)CCNS(=O)(=O)c1ccc2nsnc2c1	i	i	i
N=c1c(C(=O)NCc2ccccc2)cc2c(=O)n3ccccc3nc2n1CCCN1CCOCC1	i	i	i
N#C/C(=C\c1ccc(Sc2ccc(Cl)cc2)o1)c1nc2ccccc2[nH]1	i	i	i
C=CCSCC1Nc2cc(Cl)c(S(N)(=O)=O)cc2S(=O)(=O)N1 (stereo unspecified)	i	i	i
Fc1ccc(C2=CC(c3ccc(Br)o3)n3ncnc3N2)cc1 (stereo unspecified)	i	i	i

5 compounds already listed, ordered by count of non-hydrogen atoms, lowest first:
SMILES	MrgX1 ag	MrgX1 allo act	MrgX1 antagonist
O=C(Cn1ncc(Cl)c(Cl)c1=O)NCC1CCCCC1	i	i	i
COc1cc(CNC(=O)CCCCCCC(C)C)ccc1O	i	i	i
CCOCCCNCC(=O)Nc1ccccc1N1CCOCC1	i	i	i
NCCCC[C@@H](C(=O)N1CCNCC1)n1cc([C@@H](N)CC(N)=O)nn1	i	i	i
CCOC(=O)C1CCCN(C(=O)c2cn(C)c3ccc(S(=O)(=O)N(C)C)cc3c2=O)C1 (stereo unspecified)	i	i	i

MrgX1 antagonist, entries above that show a hit
canonical_smiles | MrgX1 ag | MrgX1 antagonist
NC(=O)C(CC(=O)O)NC(=O)[C@@H]1CCOc2c(I)cc([N+](=O)[O-])cc2C(=O)N[C@@H](CCC(=O)O)C(=O)N[C@@H](CO)C(=O)N1 (stereo partly specified) | i | -6.1*
COc1cc(NS(C)(=O)=O)ccc1Nc1c2ccccc2nc2ccccc12 | i | -6.7*
CCCCc1ccc(C2C(C#N)=C(N)SC(N)=C2C#N)s1 | i | -9.6*

Later entries.
SMILES	MrgX1 ag	MrgX1 allo act	MrgX1 antagonist
CN(C)C1=NC[C@H](Cc2ccccc2)N1CCc1cccc(F)c1	i	i	i
N/C(=N\c1nc2ccccc2o1)NC(=O)c1ccccc1NC(=O)c1ccccc1	i	i	i
COc1ccc(N(CC(=O)Nc2nccs2)S(=O)(=O)c2c(C)nn(C)c2C)cc1	i	i	i
COc1ccc(CCn2c(N)cc(=O)[nH]c2=S)cc1OC	i	i	i
Cc1cc(Cn2nc(C(=O)NCc3cccc(Br)c3)cc2-c2ccccc2)on1	i	i	i
Cc1ccc2nc(/C(C#N)=C\c3ccc(Oc4ccc([N+](=O)[O-])cn4)cc3)[nH]c2c1	i	i	i
COc1ccc(OC)c(C2C(C(=O)c3ccc(C)o3)=C(O)C(=O)N2CCCN2CCOCC2)c1 (stereo unspecified)	i	i	i
CCCCCCCN1CCN=C1Nc1ccccc1	i	i	i
C=CCNc1nc(N)c(C(=O)c2ccc3c(c2)OCO3)s1	i	i	i
CCn1c(=O)c2cc(C(=O)NCc3cccs3)sc2c2ccccc21	i	i	i
Cn1cccc1/C=C1\SC(=S)N(CC(=O)O)C1=O	i	i	i
Fc1ccc(CN2CCCCCCC2)c(F)c1	i	i	i
N#CC(C#N)=C1C=CC=CN1/C(=C\c1ccco1)C(=O)c1ccc(-c2ccccc2)cc1	i	i	i
O=C(Nc1ccc(C(=O)N2CCC(N3CCOCC3)CC2)cc1)c1ccc(Br)o1	i	i	i
CCC(C)C(=O)Nc1nnc(-c2cccs2)s1 (stereo unspecified)	i	i	i
O=[N+]([O-])c1cccc(C=Nc2cc3c(cc2Br)OCCO3)c1	i	i	i
COC(=O)Nc1nc2ccc(SC(C)C)cc2[nH]1	i	i	i
COc1cc(/C=C(/C#N)c2nc3ccccc3[nH]2)ccc1OCC(=O)Nc1ccccc1C	i	i	i
CC(C)C[C@H]1CN=C(Nc2ccccc2)N1CC(C)C	i	i	i
O=C1C(O)=C(O)C(=O)c2ccccc21	i	i	i
CCN(CC)S(=O)(=O)c1ccc(NC(=O)COC(=O)c2ccc(-n3nc(C)cc3C)cc2)cc1	i	i	i
Cc1ccccc1S(=O)(=O)N1[C@@H](c2ccc(F)cc2)C(C(=O)O)=CC[C@H]1c1ccc(Cl)cc1	i	i	i
O=C(/C=C/c1ccccc1)Nc1nnc(SCC(=O)c2ccc3ccccc3c2)s1	i	i	i
C[C@@H]1NC(=O)[C@H](CCC(N)=O)NC(=O)c2cc([N+](=O)[O-])cc(I)c2NCCC[C@@H](C(N)=O)NC1=O	i	i	i
Cc1ccccc1NN=Nc1nc2c([nH]1)c(=O)n(C)c(=O)n2C	i	i	i
CC(C)CC(=O)Nc1ccc(-c2cn3ccsc3n2)cc1	i	i	i
Cc1cs/c(=N\N=C\c2ccccc2)n1Cc1ccco1	i	i	i
COC(=O)C(NNc1ccc(F)cc1)(NC(=O)c1ccccc1)C(F)(F)F (stereo unspecified)	i	i	i
Nc1nc(=S)c2ncn([C@@H]3O[C@H](CO)[C@@H](O)[C@H]3O)c2[nH]1	i	i	i
Cc1ccccc1S(=O)(=O)NCc1cccnc1	i	i	i
CCc1ccc(NC(=O)CSc2nnc(Cn3c(=O)sc4ccccc43)n2C)cc1	i	i	i
O=C1CCCCC1Sc1nnc(Cc2cccs2)n1CCc1ccccc1 (stereo unspecified)	i	i	i
CCN(CC)c1ccc(/C=C2\C(=O)c3ccc(C(=O)O)cc3C2=O)cc1	i	i	i
C#CCOCCOCCOCCNc1nc(N2CCN(C(=O)CCCCCCCCCCNC(=O)[C@H](CCCCN)n3cc(C)nn3)CC2)nc(N2CCN(C(=O)CCCCCCCCCCNC(=O)[C@@H]([C@H](C)CC)n3cc(CCCCCN)nn3)CC2)n1	120*	i	i
NCc1cccc(CNc2ccc([N+](=O)[O-])cc2C(N)=O)c1	i	i	i
COc1ccc(C[C@H](N)C(=O)N[C@H]2[C@@H](O)[C@H](n3cnc4c(N(C)C)ncnc43)O[C@@H]2CO)cc1	i	i	i
CC1=NOC(=O)/C1=C/c1ccc(-c2ccc(Cl)cc2)o1	46*	i	i
Cc1c(N2C(=O)SC(CC(=O)O)C2=O)c(=O)n(-c2ccccc2)n1C (stereo unspecified)	i	i	i
c1ccc(C[C@H]2CN=C(Nc3ccccc3)N2CC2CCC2)cc1	i	i	i
CCCNC(=O)CSc1nnc(C)s1	i	i	i
Cc1cc(NC(=O)c2cc(S(=O)(=O)N3CCCCC3)ccc2C)n(-c2ccccn2)n1	i	i	i
